BAP1 block: inhibitors of BAP1 deubiquitinase, primary screen, biochemical, Ub-AMC fluorescence, kinetic; Ubiquitin carboxyl-terminal hydrolase BAP1 (Homo sapiens), Q92560; recombinant BAP1, Ub-AMC hydrolysis fluorescence kinetic; hits give low values; activity remaining (% of control), % at 20 µM; actives 0.48% (n = 72,000);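 active = activity remaining at or below 50% of control, provided the compound also passes the data quality filters; inactive = the rest, including low values that fail the filters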;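 also: 100% = DMSO wells rate and 0% = substrate alone blank rate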
HePTP inhibitor: inhibitors of human HePTP phosphatase, primary screen, biochemical, absorbance, leukemia target. Tyrosine-protein phosphatase non-receptor type 7 (Homo sapiens), P35236. recombinant HePTP phosphatase activity, OD absorbance. inhibition, % at 20 µM. actives 0.64% (n = 110,000). AID 521, 2006; in the data active = inhibition above about 50%;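 also: plate controls were vehicle for no effect and reference inhibitor for full effect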
Target sequence (P35236 whole entry, looked up): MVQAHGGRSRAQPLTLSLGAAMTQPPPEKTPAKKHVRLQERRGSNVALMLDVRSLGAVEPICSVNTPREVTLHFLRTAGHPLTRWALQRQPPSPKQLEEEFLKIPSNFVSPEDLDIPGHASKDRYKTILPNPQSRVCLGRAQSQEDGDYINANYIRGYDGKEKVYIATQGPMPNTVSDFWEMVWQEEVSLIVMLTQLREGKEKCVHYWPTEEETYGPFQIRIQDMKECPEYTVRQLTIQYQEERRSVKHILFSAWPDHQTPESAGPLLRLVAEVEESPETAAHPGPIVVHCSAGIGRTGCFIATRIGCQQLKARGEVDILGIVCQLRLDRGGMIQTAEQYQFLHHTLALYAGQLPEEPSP
* marks the source's active call; other numbers are inactive results; / = no result given; & = joins results of further samples.

SMILES | BAP1 block | HePTP inhibitor
CC(Sc1nnc(C2CCCCC2)n1N)C(=O)NCc1ccc2c(c1)OCO2 (centres undefined) | 97 | -2
Cc1ccccc1NC(=O)C(c1ccccc1)N1CCOCC1 (centres undefined) | 56 | /
COc1cc(NS(=O)(=O)c2cccc3nsnc23)c(C(=O)O)cc1OC | 122 | -6
COC(=O)c1ccccc1NC(=O)COc1ccc(C)cc1 | / | -16
Cc1ccccc1NC(=O)C(=O)NCCO | / | -9
Cc1cc(C)n2nc(C(=O)NCc3ccco3)nc2n1 | 128 | 10
O=c1/c(=C\c2ccc(OS(=O)(=O)c3cccc([N+](=O)[O-])c3)cc2)sc2nc3ccccc3n12 | / | 1
O=C(NCC1CCCO1)C1CCCN(S(=O)(=O)c2cccc3nsnc23)C1 (centres undefined) | 99 | 4
CC(C)(C)c1cc(CCC(=O)N2CCNCC2)c(C(C)(C)C)cc1O | 101 | 1
COC(=O)c1ccc(CSc2ccc3nnc(-c4ccc(OC)c(OC)c4)n3n2)o1 | 110 | -13
COc1cc(/C=c2\sc3nc(-c4ccncc4)nn3c2=O)ccc1OC(C)=O | 100 | 3
C=CCn1c(=O)[nH]c(=O)n(CC=C)c1=O | / | 0
Cc1ccnc(NC(=O)Cn2ccc([N+](=O)[O-])n2)c1 | 173 | /
O=C1Nc2ccccc2C(O)(C(=O)N2CCCCC2)N1c1ccccc1 (centres undefined) | 101 | 9
Cc1ccc(CN2CCN(/N=C\c3cccc([N+](=O)[O-])c3)CC2)cc1 | / | 3
O=C(Cc1ccc(F)cc1F)Nc1ccc(Br)cc1 | / | 5
O=C1C=C(NCc2ccccc2)C2(CCCCC2)O1 | 93 | 2
CCOC(=O)c1c(CC(C)C)csc1NC(=O)c1ccccc1C(=O)O | / | -11
CCN(CC)CCCOc1cccc(OC)c1 | / | 9
Cc1ccc(C)c(N=C2NC(=O)CS2)c1 | 120 | 5
COc1cc(/C=N/NC(=O)CCC2C(=O)NN=C2C)ccc1O (centres undefined) | / | 0
Cc1onc(-c2ccccc2)c1C(=O)Oc1cccnc1 | 75 | 7
Cc1c(NC(=O)CN(c2ccccc2)S(C)(=O)=O)c(=O)n(-c2ccccc2)n1C | / | 5
O=C1CC(c2ccc3c(c2)OCO3)CC2=C1C(c1ccc(C(F)(F)F)cc1)Nc1ccccc1N2 (centres undefined) | 75 | 2
O=C(NCc1ccco1)c1cc2ccccc2o1 | 94 | 4
Next section
SMILES | BAP1 block | HePTP inhibitor
CCOc1ccc(NC(=S)NCc2ccco2)cc1 | / | 6
COCCNC(=O)CN1C(=O)CSc2ncccc21 | 104 | 6
CC(=O)c1cnc2nc(C(F)(F)F)nn2c1C | 126 | 5
O=C(c1cnn2c1NC(c1ccccc1)CC2C(F)(F)F)N1CCCCC1 (centres undefined) | 118 | /
Cc1cc(C(=O)Nc2sc3c(c2C#N)CCC(C)C3)no1 (centres undefined) | 73 | 4
CCOC(=O)N1CCN(C(=O)CSc2nnc(-c3ccc(C)c(C)c3)o2)CC1 | 96 | 6
COc1ccc2c(c1)C(=O)N(c1ccc(C)cc1C)C(=O)/C2=C/N1CCOCC1 | / | 11
C=CCN1C(=O)/C(=C\c2ccc(N(C)C)cc2)SC1=Nc1ccccc1 | / | 0
CCOC(=O)c1ccc(-c2ccc(C(=O)Nc3cccc(-c4nc5ncccc5o4)c3C)o2)cc1 | / | 14
CCOc1ccccc1C(=O)Nc1ccc(S(=O)(=O)N2CCOCC2)cc1 | 100 | 5
COc1ccc(-c2c(NC(C)=O)n(C)c3ccccc3c2=O)cc1 | / | 6
CCOc1ccc(C(=O)Nc2ccc(N(CC)CC)cc2)cc1[N+](=O)[O-] | / | 1
COc1ccc(S(=O)(=O)n2cnc3cc(C)c(C)cc32)cc1 | 77 | 6&7
O=C1NCC(O)=C1C=NCCCO | 120 | 4
CCCCCn1c(=O)[nH]c2cc(C(=O)NCCCN(CC)CC)ccc2c1=O | / | 5
Nc1ccn(-c2ccc(Cl)cc2)c(=O)c1 | 89 | 0
O=C(COC(=O)CCN1C(=O)c2ccccc2C1=O)Nc1ccc(S(=O)(=O)N2CCCC2)cc1 | 112 | -11
CC(Oc1cccc(Cl)c1)C(=O)Nc1cc(=O)n(C)c(=O)n1C (centres undefined) | 85 | 4
N#C/C(=C/c1ccc(Sc2ccccc2)o1)C(=O)Nc1ccc(F)cc1 | / | -4
CC1(C)CC(NC(=O)COc2ccccc2Cl)CC(C)(C)N1 | / | 12
CCn1c(=O)cc(O)c2ccccc21 | 104 | 3
FC(F)(F)c1ccc(N/N=C/c2ccc3c(c2)OCO3)nc1 | / | 4
C=CCSc1nnc2c(n1)OC=Nc1ccccc1-2 | 89 | 3
COc1ccccc1CNC(=O)c1ccc([N+](=O)[O-])o1 | / | 10
Cc1ccc(N2C(=O)NC(=O)/C(=C/c3cccc(OCC(=O)O)c3)C2=O)cc1 | / | -4
Going on with the list.
SMILES | BAP1 block | HePTP inhibitor
c1ccc(CCN2CN=C(Nc3nc4ccccc4o3)NC2)cc1 | 120 | 0
CC(=O)c1cccc(NC(=O)/C(=C\c2ccco2)NC(=O)c2cccs2)c1 | / | 12
O=C1NC(=O)/C(=C/c2ccc(OC(=O)c3ccccc3I)cc2)S1 | / | -3
COc1ccc(CCNC(=O)C(=O)Nc2cccc(C(F)(F)F)c2)cc1 | / | -15
COc1cc(CN2CCC(C(=O)N3CCC(C)CC3)CC2)cc(Br)c1O | 109 | 0
COc1ccc2c3c(cccc13)NN=C2C | 77 | 3
O=C(c1ccc(-c2ccccc2)cc1)N1CCN(Cc2ccncc2)CC1 | / | 2
CCOc1ccc(S(=O)(=O)N(CC(=O)NC)c2ccc(C)cc2)cc1 | / | -2
Cc1oc(-c2ccc(Cl)cc2)nc1CN1CCCC(C(=O)NCc2ccccn2)C1 (centres undefined) | 110 | 9
CCOCC(=O)N1CCN(c2ccc(F)cc2)CC1 | 57 | 5
Clc1ccc(OCc2nnc(-c3ccccc3Br)o2)c(Cl)c1 | 85 | 8
CCN1CCc2c(sc(N)c2C#N)C1 | 129 | 7
Cc1ccc(CS(=O)(=O)CCC(=O)NCCCN2CCCC2=O)cc1 | 105 | 6
CCOC(=O)CSC1=C(C#N)C(c2ccc(C)s2)CC(=O)N1 (centres undefined) | 90 | 9
CCOC(=O)c1c(NC(=O)c2cc3ccccc3o2)sc2c1CCC(C)C2 (centres undefined) | / | 9
COc1ccccc1N1CCN(C(=O)C2CCCO2)CC1 (centres undefined) | 92 | 5&3
O=C(COc1ccccc1[N+](=O)[O-])Nc1ccc2oc(-c3ccc(Br)cc3)nc2c1 | / | 6
N[C@@H](CC(=O)O)C(=O)O | 91 | /
O=C(CCCNS(=O)(=O)c1ccccc1)NCc1ccco1 | 90 | 5
Cc1c(OCC(=O)OC(C)(C)C)ccc2c3c(c(=O)oc12)CCC3 | / | 9
Cc1cc(Cl)ccc1OCC(=O)Nc1nc2ccccc2s1 | / | 10
CCOc1ccc(/C=N\NC(=O)C2CC(=O)N(c3ccc(Br)cc3)C2)cc1 (centres undefined) | / | 7
Cc1ccnc2nc(C(=O)OCCOc3cccc(Br)c3)nn12 | 96 | 11
COc1ccc(Br)cc1CN1CCN(Cc2ccncc2)CC1 | / | -8
COC(=O)c1ccc(NC(=O)CCNS(=O)(=O)c2cccc3nonc23)cc1 | / | 9
Following part:
SMILES | BAP1 block | HePTP inhibitor
CCOC(=O)C(CCCOc1ccccc1)C(=O)OCC | / | -6
CC(=O)Nc1cccc(N(C)C)c1 | 93 | -5
c1ccc2c(c1)nc(NCCN1CCOCC1)c1nncn12 | 100 | 7
CCOC(=O)c1cnn2c1[nH]c(=O)c1ccccc12 | 83 | 3
CC(=O)NC(CC(=O)NCC(c1ccco1)N(C)C)c1ccccc1 (centres undefined) | / | -1
O=C(c1ccc2c(c1)OCO2)N(CC1CCCO1)C1(C(=O)NC2CCCC2)CCCCC1 (centres undefined) | / | 4
CCC(=NNC(=O)Nc1c(C)cccc1C)c1ccc(O)cc1 | / | -2
COc1ccc(OC)c(N(CC(=O)Nc2ccc(C)cc2)S(C)(=O)=O)c1 | / | 8
Cc1ccnc(N2CCN(c3c4c(c(C#N)c5nc6ccccc6n35)CCC4)CC2)c1 | 54 | 5
COc1ccc(-c2cc(-c3ccccc3)nc(N/N=C/c3ccc(O)cc3O)n2)cc1OC | / | -9
CN(C)c1ccc(/C=N/NC(=O)CNC(=O)c2ccc(F)cc2)cc1 | / | 9
O=C(O)c1ccc(CSc2nc3ccc(N4C(=O)C5CCCCC5C4=O)cc3s2)cc1 (centres undefined) | / | -3
Cc1cccc2cc(COC(=O)COc3ccccc3)c(=O)[nH]c12 | 91 | -6
Cc1ccc(-c2[nH]nc3c2C(c2cccnc2)C(C#N)=C(N)O3)cc1 (centres undefined) | 90 | -1
CCCN1C(=O)c2cc(C(=O)NCc3ccc(OC)cc3)ccc2C1O (centres undefined) | / | 9
CC(=O)Nc1ccc2nc(-c3cccs3)[nH]c2c1 | / | -3
CC(C)C(OC(=O)c1cc2occc2n1C)C(=O)NCc1ccc2c(c1)OCO2 (centres undefined) | 105 | 7
Cc1cc2nc(-c3cccc(NC(=O)c4cccc(F)c4)c3)oc2cc1C | 93 | /
CCSc1nnc(NC(=O)C(CC)CC)s1 | / | 1
O=C(CSc1nc2c(c(=O)n1-c1ccc(Br)cc1)SCC2)NCC1CCCO1 (centres undefined) | / | -12
Cc1ccc(NC(=O)C2CCN(S(=O)(=O)c3cccc4cccnc34)CC2)nc1 | 99 | 12
O=[N+]([O-])c1ccc(-n2ncnc2-c2ccccc2)cc1 | / | 8
CCOc1ccc(C2C(C(=O)OC3CCCC3)=C(C)NC3=C2C(=O)CC(c2ccc(OC)cc2)C3)cc1OC (centres undefined) | 166 | /
Cc1ccc(NCC(=O)N/N=C\c2ccc(-c3ccc(Cl)cc3)o2)cc1 | / | -16
O=C1C(Cc2ccc(O)cc2)NC(=S)N1c1ccccc1 (centres undefined) | / | -11
The listing continues.
SMILES | BAP1 block | HePTP inhibitor
Cn1c(/C=C/c2c[nH]c3ccccc23)nc2ccccc2c1=O | / | -1
COc1ccc(Cl)cc1C(=O)NN=C1CCN(C)CC1 | / | -8
O=C(c1cnc(N2CCN(c3ncccn3)CC2)c2ccccc12)N1CCN(c2ncccn2)CC1 | 87 | 2
COc1ccc(-c2nc3nc(C)c(Cc4ccccc4)c(=O)n3[nH]2)cc1 | 92 | 9
COc1ccc(CCNC2CC(=O)N(c3ccc(F)cc3)C2=O)cc1 (centres undefined) | / | -18
Cc1ccc2[nH]c(SCc3ccccc3F)nc2c1C | / | 10
Cc1ccc(S(=O)(=O)NCCC(=O)N2CCN(Cc3ccccc3)CC2)cc1 | 87 | 4
O=C(C1CCCN1S(=O)(=O)c1cccc2cccnc12)N1CCN(c2ccccc2)CC1 (centres undefined) | 99 | -3
COc1ccc2c(C)cc(SCC(=O)Nc3ccccc3)nc2c1 | 66 | /
CCC(C)NC(=O)c1nn2c(c1Br)NC(c1cccs1)CC2C(F)(F)F (centres undefined) | 131 | /
O=C(NC(=S)Nc1ccc2oc(-c3ccccc3Br)nc2c1)c1ccco1 | / | 6
COc1ccc(N2C(=O)NC(=O)/C(=C/c3ccc(-c4ccc([N+](=O)[O-])cc4)o3)C2=O)cc1 | / | 8
O=S(=O)(c1ccc2c(c1)C(=NO)c1cc(S(=O)(=O)N3CCCC3)ccc1-2)N1CCCC1 | / | -7
Cc1ccc(S(=O)(=O)n2cc(/C=C3\SC(N)=NC3=O)c3ccccc32)cc1 | / | 3
COc1cccc(C2CC(c3ccc(Cl)cc3)n3nc(N)nc3N2)c1 (centres undefined) | 85 | -2
CCc1nnc(NC(=O)CSc2nnc(CSc3nc(C)cc(C)n3)n2C)s1 | 95 | -7
CCc1nnc(NC(=O)CSc2nccn2-c2cccc(C)c2C)s1 | 85 | 5
O=C(/C=C\c1ccc([N+](=O)[O-])cc1)Nc1ccc(N2CCOCC2)cc1 | / | 6
COc1cc(-c2nc(-c3ccc(Br)o3)no2)cc(OC)c1OC | 79 | -13
Cc1ccccc1C(=O)Nc1sc2c(c1C(=O)N1CCCC1)CCCCC2 | / | -4
